# TNF death inh: inhibitors of TNF-alpha triggered necroptosis, primary screen, cell-based, Jurkat FADD-/-, single concentration | Jurkat FADD-/- TNF necroptosis rescue, ATP luminescence, 24 h; 0 = TNF only, 100 = no-TNF cells | activation (protection from cell death), % at 10 µM | actives 0.068% (n = 220,000);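 active = activation, meaning protection from cell death, of at least 50% relative to plate controls; inactive = activation below 50%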;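 note: necroptosis triggered by 40 ng/mL TNF-alpha added together with compound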
# Wee1 stabilizer: Wee1 degradation inhibitors, primary screen, cell-based, HeLa, Wee1K328M-luciferase, luminescence | Wee1-like protein kinase (Homo sapiens), P30291 | HeLa Luc-Wee1K328M stability; 100% = proteasome inhibitor MG132 effect | reporter increase, % at 5 µM | actives 1.2% (n = 220,000) | AID 1321, 2008;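 active = activation above the mean of all tested compounds plus 3 SD, set per screening run, cut at about 8.8% in these data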;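 note: cells exposed to compound for 20 h before luminescence read; 0% = DMSO alone and 100% = MG132 at 30 µM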
# Target sequence (P30291 whole entry K328M): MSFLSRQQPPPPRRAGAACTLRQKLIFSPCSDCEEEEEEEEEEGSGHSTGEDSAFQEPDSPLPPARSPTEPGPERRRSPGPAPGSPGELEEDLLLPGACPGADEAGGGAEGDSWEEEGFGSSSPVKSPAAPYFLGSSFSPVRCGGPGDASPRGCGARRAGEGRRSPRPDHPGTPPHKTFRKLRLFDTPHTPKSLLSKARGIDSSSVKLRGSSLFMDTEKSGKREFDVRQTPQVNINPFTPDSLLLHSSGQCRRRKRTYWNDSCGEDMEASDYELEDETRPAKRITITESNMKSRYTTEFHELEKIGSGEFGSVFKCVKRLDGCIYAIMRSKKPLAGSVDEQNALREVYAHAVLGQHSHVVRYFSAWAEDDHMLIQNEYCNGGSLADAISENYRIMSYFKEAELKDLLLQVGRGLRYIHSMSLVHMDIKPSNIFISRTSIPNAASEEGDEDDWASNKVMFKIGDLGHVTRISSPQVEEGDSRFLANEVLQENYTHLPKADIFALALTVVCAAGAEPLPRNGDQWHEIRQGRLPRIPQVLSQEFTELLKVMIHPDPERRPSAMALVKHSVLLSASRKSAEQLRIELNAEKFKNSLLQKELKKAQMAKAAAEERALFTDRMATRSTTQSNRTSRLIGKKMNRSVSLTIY
# RBBP9 inhibitor: human RBBP9 inhibitors, primary screen, biochemical, fluorescence polarization, FP-Rh probe, HTS. Serine hydrolase RBBP9 (Homo sapiens), O75884. actives 0.2% (n = 220,000). recombinant RBBP9. inhibition, % at 7.94 µM. AID 1515, 2009;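 active = inhibition above the campaign mean of all tested compounds plus 3 SD, cut at about 14% in these data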;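 note: plate controls were DMSO wells with RBBP9 for no effect and wells lacking RBBP9 protein for full effect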
# Target sequence (O75884 whole entry, looked up): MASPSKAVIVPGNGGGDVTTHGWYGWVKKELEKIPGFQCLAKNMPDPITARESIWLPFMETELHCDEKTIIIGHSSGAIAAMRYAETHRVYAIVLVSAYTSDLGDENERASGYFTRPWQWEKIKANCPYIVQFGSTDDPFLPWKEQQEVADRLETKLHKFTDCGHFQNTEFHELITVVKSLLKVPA
#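 Test system: recombinant human RBBP9. Quantity: 2.5 µM RBBP9 dispensing solution, before mixing. Detection: FP readout at 525/598 nm. Reagent: Serine-hydrolase probe FP-Rh, 375 nM pre-mixing. Measure: % inhibition. Control set: DMSO-treated enzyme wells and wells lacking RBBP9. Buffer or medium: Tris-NaCl-Pluronic buffer, pH 8.0. Times: preincubation 30 min plus labeling 45 min at 25 °C.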
# Ba/F3 V617F tox: reduced viability of JAK2V617F-dependent Ba/F3 cells, primary screen, JAK2V617F inhibitor project, cell-based, Ba/F3 EpoR-JAK2V617F, luminescence; ATP luminescence; inhibition, % at 5.6 µM; actives 1.1% (n = 220,000);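 active = inhibition above the campaign mean plus 3 SD over all tested compounds, cut at about 24% in these data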;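 note: cytokine-independent growth of Ba/F3 cells driven by EpoR plus mutant JAK2; 0% = DMSO-treated cells and 100% = JAK inhibitor I control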
# CHOP inh: inhibitors of CHOP promoter induction, primary screen, cell-based, unfolded protein response, luciferase reporter | inhibition, % at 10 µM | AID 2732, 2010 | CHO-K1 CHOP-promoter luciferase, tunicamycin-induced, 15-18 h | actives 3.8% (n = 220,000);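 active = compounds that reduced the stress-induced luciferase reporter signal by more than about 70% of percent inhibition, limit read from the data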;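 note: 0% = tunicamycin plus vehicle and 100% = wells without tunicamycin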
# PPC-1+TRAIL kill: compounds killing PPC-1 cancer cells with TRAIL present, primary screen, TRAIL potentiator project, ATPLite luminescence, uHTS | PPC-1 cells + TRAIL, ATPLite viability luminescence | cell killing (% activity), % at 4 µM | actives 0.41% (n = 220,000) | AID 1443, 2008;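 active = cell killing above 50% in the first pass at 4 µM, then a duplicate retest at 5 µM averaging 50% or more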;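 note: plate controls were cells with TRAIL plus DMSO for no effect and medium-only wells lacking cells for full effect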
# BaF3 parental: parental Ba/F3 cell viability inhibition, counter-screen for JAK2V617F inhibitor project, murine pro-B, CellTiter-Glo luminescence | CellTiter-Glo ATP luminescence | inhibition, % at 5.6 µM | actives 1.1% (n = 220,000) | AID 1486, 2009;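 active = inhibition above a per-campaign cutoff, the mean inhibition of all tested compounds plus 3 SD, cut at about 27% in these data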;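 note: 0% = DMSO wells and 100% = JAK Inhibitor I control wells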
# TRPML3 agonist: human TRPML3 channel agonists, primary screen, cell-based, HEK293 TRPML3-YFP, Fluo-8 calcium fluorescence, 3 µM. actives 0.29% (n = 220,000). Mucolipin-3 (Homo sapiens), Q8TDD5. 100% = the carbachol control signal. activation, % at 3 µM;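 active = activation above its plate's cutoff, the mean activation of the plate's test wells plus 3 SD, cut at about 12% in these data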;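 note: 0% = DMSO only wells and 100% = carbachol wells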
#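 system = HEK293 cells stably carrying human TRPML3-YFP | doses = one concentration, 3 µM nominal, 0.3% DMSO | timing = dye loading 1 h 37 °C then 30 min ambient, 125 s read | detection = Fluo-8 calcium dye fluorescence, ex 470-495, em 515-575 nm | benchmarks = high control carbachol 87 µM, low control DMSO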
# zfTRPN1 agonist: zebrafish TRPN1 channel agonists, primary screen, cell-based, HEK293, calcium fluorescence. transient receptor potential cation channel N1 (TRPN1/NompC), Danio rerio. HEK293 zebrafish TRPN1-YFP, Fluo-8 calcium fluorescence; 100% = response to 87 µM carbachol. activation, % at 3 µM. actives 0.18% (n = 220,000). AID 1424, 2008;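 active = activation above its plate's cutoff, the mean activation of test wells on that plate plus 3 SD, cut at about 19% in these data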;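 note: 0% = DMSO alone and 100% = 87 µM carbachol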
#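 Control set: carbachol 87 µM as high control, DMSO as low control; system: HEK293 stable line with zebrafish TRPN1-YFP; read-out: % activation versus carbachol response; detection: intracellular calcium fluorescence with Fluo-8; doses: single test compound dose, 3 µM nominal, 0.3% DMSO; schedule: dye 1 h 37 °C plus 30 min RT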
# Active calls of the source: *.
SMILES,TNF death inh,Wee1 stabilizer,RBBP9 inhibitor,Ba/F3 V617F tox,CHOP inh,PPC-1+TRAIL kill,BaF3 parental,TRPML3 agonist,zfTRPN1 agonist
COc1ccc(C(=O)NCC2OCCc3ccccc32)c(O)c1 (configuration not stated),-1.3,2.4,-6.1,1.7,11.5,23.8,0.6,-0.2,-0.8
O=C(Nc1ccon1)c1ccc2c(c1)OCO2,-3.0,2.0,-6.6,-2.5,5.9,-8.7,4.0,0.0,-0.5
C=C(C(=O)c1ccccc1)C(C(=C)C(=O)c1ccccc1)c1ccc(OC)cc1,-23.4,-3.2,-8.5,-1.8,55.7,12.8,1.9,0.5,-0.1
COc1ccccc1N(C)S(=O)(=O)c1ccc(C(=O)N2CCC(C(N)=O)CC2)cc1,-1.6,-2.4,3.2,-2.6,19.9,-3.4,2.2,0.7,0.6
O=C(Nc1nc(-c2ccncc2)cs1)c1ccc(S(=O)(=O)N2CCOCC2)cc1,0.0,-0.1,-3.5,-0.8,26.3,7.0,6.8,1.0,1.6
COCCn1c(SCC(=O)Nc2ccc(OC)cc2)nc2c(oc3ccccc32)c1=O,0.8,1.7,0.4,-7.6,47.7,-2.2,-1.0,-0.3,-1.7
CSCC[C@H](NC(=O)NC1CCCC1)C(=O)O,0.2,-1.9,2.9,-4.5,-0.2,14.8,-0.3,0.8,0.6
COC(=O)c1c(C)oc(C)c1S(=O)(=O)NCc1ccc(Cl)cc1Cl,5.5,0.3,-5.9,0.5,7.1,11.5,-5.0,-1.4,-2.7
Cc1ccc(/C=C2\C(=O)ON=C2c2ccccc2)o1,-0.7,-0.9,-9.7,3.1,11.5,11.2,-0.3,0.7,1.6
COc1ccc(Cl)cc1N1C(=O)[C@@H]2C(c3cccc(OC)c3OC)=NO[C@@H]2C1=O,0.4,-1.2,2.2,3.0,24.9,21.8,-0.3,-0.1,-0.6
O=[N+]([O-])c1ccccc1CNC1CCCCCC1,1.3,4.8,12.0,-3.0,6.5,-3.2,1.6,-0.3,0.5
O=C(CC1C(=O)NCCN1CC1CCCCC1)NC1(c2ccccc2)CC1 (configuration not stated),-1.0,0.5,-14.9,4.9,8.8,1.6,4.2,0.0,1.1
CCC(C)(C)n1nnnc1C(c1cc2cc(OC)c(OC)cc2[nH]c1=O)N1CCc2ccccc21 (configuration not stated),-2.0,1.1,-4.4,4.7,12.3,10.1,6.3,-0.5,-0.8
COc1ccc(C2C(C(=O)/C=C/c3ccco3)=C(O)C(=O)N2CCN2CCOCC2)cc1OC (configuration not stated),0.0,3.9,-4.8,1.7,0.4,1.5,5.9,0.9,0.9
CC(C)CC(C(=O)Nc1ccc2c(c1)OCCO2)N1C(=O)c2ccccc2C1=O (configuration not stated),-3.9,-3.1,-6.3,-2.0,-4.8,21.8,3.0,0.4,1.5
O=S(=O)(Nc1nc2ccccc2nc1N1CCN(c2ccccn2)CC1)c1ccc(Cl)cc1,-1.1,1.1,-0.3,-1.3,5.1,3.7,2.3,-0.2,2.1
COc1cccc(C2NC(=O)NC(C)=C2C(=O)Nc2ccc(C)cc2)c1OC (configuration not stated),0.4,3.0,-2.3,0.0,-4.5,-1.3,2.1,0.4,1.0
CN(C)c1ccc(NC(=O)Nc2ccc3snnc3c2)cc1,-1.8,-3.5,7.8,9.1,27.1,11.8,10.2,6.4,19.0*
Cc1cc(C)c(NC(=O)Cn2nnc(C(=O)NCc3cccs3)c2N)c(C)c1,-1.3,0.1,-4.5,-2.2,84.9*,30.3,1.2,0.4,1.8
NNC(=O)CN1C(c2cccc(Cl)c2)=Nc2ccc(Br)cc2C1c1ccccc1 (configuration not stated),-3.9,1.3,-14.3,0.3,56.9,-3.1,2.9,-0.2,-1.5
N#C/C(=C\c1c(N2CCOCC2)nc2ccccn2c1=O)S(=O)(=O)c1ccccc1,0.0,-1.0,6.1,-0.7,-8.9,7.2,1.5,0.1,0.2
COc1ccc(/C=N/NC(=O)c2ccc(Cl)cc2)cc1Cn1cc(Cl)cn1,1.8,-1.0,-7.4,-0.8,85.7*,0.5,3.8,-0.2,-1.5
N#Cc1ccccc1OCC(=O)Nc1c(C(=O)C2CC2)oc2ccccc12,-0.3,1.6,-1.8,-3.1,31.8,-5.0,-0.2,0.2,0.1
Cc1nnc(N/N=C\c2ccc(-c3ccccc3[N+](=O)[O-])o2)n1N,-1.3,-2.6,0.1,1.5,-11.1,16.4,10.6,0.6,0.1
O=[N+]([O-])c1ccc(C[n+]2cccc3c4ccccc4ccc32)cc1,-0.3,-1.3,-6.2,89.8*,3.4,13.4,73.8*,0.5,0.2
CCc1nnc(NC(=O)CSc2ncnc3scc(-c4ccc(C)cc4)c23)s1,2.0,1.5,-15.3,3.9,-12.7,4.6,4.5,0.7,0.7
COc1cc(C(=O)NCCc2ccc(S(N)(=O)=O)cc2)cc(OC)c1OC,-0.6,-1.7,-9.1,1.0,25.1,8.8,-1.2,2.2,0.3
CN(C)S(=O)(=O)c1ccc(C(=O)Nc2ccc(OCC(=O)N3CCOCC3)cc2)cc1,-3.4,-2.0,3.6,-0.1,15.5,8.1,2.8,-0.1,1.7
ClCc1csc(-c2ccc(Cl)cc2)n1,-3.3,-0.9,-2.6,-3.4,-15.5,8.8,3.1,0.3,-0.9
O=C1CCCc2c1nc(-c1ccccc1F)n2O,-0.7,-1.8,-6.9,-0.9,6.0,3.3,-0.7,1.1,-0.6
COc1ccc(CCNC(=O)CCn2cccc2)cc1OC,0.3,-1.2,1.5,4.3,2.4,7.0,7.1,-1.0,-0.2
COc1ccc(C2NC(=S)NC(C)=C2C(=O)N2CCOCC2)cc1 (configuration not stated),0.7,-3.6,-4.5,2.6,-0.2,-11.6,5.5,0.7,-2.5
CCc1nc2sc3c(c2c(=O)n1N)CC(C)(C)OC3,0.9,1.3,0.6,-5.2,-11.8,8.9,2.7,0.9,0.6
COc1ccccc1OCC(=O)NNC(=O)Nc1ccc(Cl)cc1,-4.6,-2.9,-2.0,0.6,15.1,13.8,8.0,0.0,0.0
Cc1ccc(CN2C(=O)C3CCCN3c3ccc(S(=O)(=O)N4CCOCC4)cc32)cc1 (configuration not stated),0.5,-0.8,-8.7,2.2,5.8,-8.2,4.8,-0.1,0.5
O=c1c2ccccc2ncn1-c1ccc(Cl)cc1[N+](=O)[O-],-0.1,6.2,-9.3,-3.9,2.6,7.6,-3.3,0.5,-1.1
CC12CN(C(=O)c3ccccc3)C3(C#N)CC1CCC23C (configuration not stated),-1.1,-1.0,-10.5,-1.3,26.8,0.7,1.1,-0.1,0.3
COc1ccc(C(=O)C2CCCN(Cc3ccc4c(c3)OCCO4)C2)cc1F (configuration not stated),2.2,1.6,-2.9,-4.0,15.2,-0.9,-2.6,-0.5,1.2
O=C(CN1CCN(c2ccccc2O)CC1)NNC(=O)c1ccc(Cl)cc1,0.8,1.7,-9.4,-3.4,5.7,6.3,-2.7,1.3,0.1
O=C(NNc1c(Cl)cccc1Cl)c1cccs1,25.8,2.8,-11.2,0.6,1.6,16.4,-2.9,0.1,1.2
CN1C(=O)/C(=C/c2ccc(-c3ccccc3[N+](=O)[O-])o2)SC1=Nc1ccc(Cl)c(C(=O)O)c1,-0.4,-0.6,-0.3,-6.0,-27.1,15.1,1.6,0.2,-2.0
Cc1[nH]c(=S)[nH]c(=O)c1CCC1OCCO1,0.2,-1.6,-4.8,-0.2,-6.9,-3.3,3.0,-0.1,1.4
Cc1cc(C(=O)Nn2c(C3CCCCC3)nc3ccccc3c2=O)ccc1[N+](=O)[O-],2.1,0.6,11.2,-0.7,-3.9,-6.3,3.4,0.1,0.8

# Some of these compounds in order of length of the SMILES, largest number first:
SMILES,TNF death inh,Wee1 stabilizer,RBBP9 inhibitor,Ba/F3 V617F tox,CHOP inh,PPC-1+TRAIL kill,BaF3 parental,TRPML3 agonist,zfTRPN1 agonist
CN1C(=O)/C(=C/c2ccc(-c3ccccc3[N+](=O)[O-])o2)SC1=Nc1ccc(Cl)c(C(=O)O)c1,-0.4,-0.6,-0.3,-6.0,-27.1,15.1,1.6,0.2,-2.0
Cc1cc(C(=O)Nn2c(C3CCCCC3)nc3ccccc3c2=O)ccc1[N+](=O)[O-],2.1,0.6,11.2,-0.7,-3.9,-6.3,3.4,0.1,0.8
Cc1ccc(CN2C(=O)C3CCCN3c3ccc(S(=O)(=O)N4CCOCC4)cc32)cc1 (configuration not stated),0.5,-0.8,-8.7,2.2,5.8,-8.2,4.8,-0.1,0.5
O=c1c2ccccc2ncn1-c1ccc(Cl)cc1[N+](=O)[O-],-0.1,6.2,-9.3,-3.9,2.6,7.6,-3.3,0.5,-1.1
CC12CN(C(=O)c3ccccc3)C3(C#N)CC1CCC23C (configuration not stated),-1.1,-1.0,-10.5,-1.3,26.8,0.7,1.1,-0.1,0.3
CCc1nc2sc3c(c2c(=O)n1N)CC(C)(C)OC3,0.9,1.3,0.6,-5.2,-11.8,8.9,2.7,0.9,0.6
COc1ccc(CCNC(=O)CCn2cccc2)cc1OC,0.3,-1.2,1.5,4.3,2.4,7.0,7.1,-1.0,-0.2
O=C(NNc1c(Cl)cccc1Cl)c1cccs1,25.8,2.8,-11.2,0.6,1.6,16.4,-2.9,0.1,1.2
